# TRb-SRC2 inh: qHTS for Inhibitors of the Interaction of Thyroid Hormone Receptor and Steroid Receptor Coregulator 2. Potency, µM (top dose mostly 106 µM), without a hit: top-dose activity change, negative = inhibition, usual class: inhibitors. TRbeta-SRC2 peptide binding, fluorescence polarization; receptor liganded with 1 µM T3. AID 1469, 2008. hit rate 0.065% among 280,000. Thyroid hormone receptor beta (Homo sapiens), P10828;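 also: plate controls were bound peptide for no effect and peptide without receptor for full effect; nearly all actives have a fitted effect of over 50% in size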
#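 Quantitative HTS by FP: 0.6 uM TRb LBD, 20 nM labeled SRC2 20-mer, 1 uM T3, 5% DMSO; 5 hr ambient incubation; % activity per concentration and potencies from concentration series.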
# ALDH1A1 inh: qHTS Assay for Inhibitors of Aldehyde Dehydrogenase 1 (ALDH1A1); Aldehyde dehydrogenase 1A1 (Homo sapiens), P00352; Purified ALDH1A1, NADH fluorescence, propionaldehyde substrate; Potency, µM (doses to about 75.3 µM), for inactives: top-dose activity, negative = inhibition, actives largely listed as inhibitors; hit rate 7.3% among 220,000; AID 1030, 2008; active = well fitted inhibition curve with a large enough effect, not every such curve was filed as active; inconclusive = small, poorly fitted or top-dose-only effect, or another doubt; inactive = no such curve, though single readings can be large or run the other way;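 also: plate controls were no enzyme wells and a reference inhibitor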
# Tau fluor counter: Counterscreen qHTS for Inhibitors of Tau Fibril Formation, Fluorescence Polarization; hit rate 0.93% among 280,000; tau K18 P301L Alexa594 fluorescence, heparin fibrillization; Potency, µM (doses to about 57.7 µM), for inactives: at the top dose activity change, negative = decrease; also: nearly all actives have a fitted effect of over 55% in size
#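 Human tau K18 P301L (15 uM unlabeled, 0.24 uM Alexa 594-labeled) in 100 mM sodium acetate pH 7 with 20 uM heparin, 6 hr at 37 C. ThT 30 uM added, 1 hr ambient; Alexa 594 FP and total fluorescence read at 555/632 nm.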
# Tau ThT inhib: qHTS for Inhibitors of Tau Fibril Formation, Thioflavin T Binding; Microtubule-associated protein tau (Homo sapiens), P10636; recombinant tau K18 P301L, heparin-induced fibrillization, ThT fluorescence; Potency, µM (highest dose often 57.4 µM), without a hit: at the top dose activity, negative = inhibition, most hits filed as inhibitors; hit rate 2.1% among 270,000; AID 1460, 2008; also: nearly all actives have a fitted effect of over 55% in size
# Target sequence (P10636 561-689 P618L limits assumed): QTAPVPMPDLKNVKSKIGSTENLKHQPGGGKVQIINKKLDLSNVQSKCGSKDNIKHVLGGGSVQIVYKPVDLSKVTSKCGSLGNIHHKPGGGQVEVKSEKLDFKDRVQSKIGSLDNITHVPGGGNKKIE
#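 Fibril formation assay: tau K18 P301L at 15 uM with trace Alexa 594 label, heparin inducer 20 uM, pH 7 sodium acetate buffer, 37 C for 6 hr; endpoint ThT signal.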
# GLA spleen mod: qHTS Assay for Inhibitors and Activators of Human alpha-Galactosidase From Spleen Homogenate; Alpha-galactosidase A (Homo sapiens), P06280; hit rate 0.008% among 240,000; human spleen homogenate, 4MU-alpha-Gal fluorescence, 40 min; Potency, µM (top dose mostly 80 µM), for the others: at the top dose activity change, negative = inhibition, hits mostly inhibitors;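 also: 0% = enzyme with vehicle and -100% = no enzyme basal signal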
#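 Spleen homogenate 1 ug + cpd (titration) + 4-MU-alpha-D-galactopyranoside 1 mM; 37C 40 min; 50 mM citrate/phosphate pH 5.0, 0.01% Tween-20; stop pH 10; fluorescence 365/440; AC50 via Hill.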
# TexasRed fluor: Total Fluorescence Counterscreen for Inhibitors of the Interaction of Thyroid Hormone Receptor and Steroid Receptor Coregulator 2; TRb/SRC2 Texas Red total fluorescence interference; Potency, µM (doses to about 106 µM), inactives show top-dose fluorescence change, negative = quenching; hit rate 0.29% among 280,000; active = well fitted curve in either direction with a large enough effect; inconclusive = small, poorly fitted or top-dose-only effect
#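 Flags fluorescent or light-absorbing compounds by total fluorescence, S + 2P, at 555 nm excitation and 632 nm emission. Mixture: 20 nM Texas Red SRC2 peptide, 0.6 uM human TRb LBD, 1 uM T3, 5% DMSO; compound exposure 5 h at ambient temperature.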
# L3MBTL1 inh: qHTS Assay for the Inhibitors of L3MBTL1 | Lethal(3)malignant brain tumor-like protein 1 (Homo sapiens), Q9Y468 | AlphaScreen L3MBTL1–H3K9me1 peptide binding | Potency, µM (top dose mostly 57.1 µM), for inactives: at the highest dose activity, negative = inhibition, usual class: inhibitors | hit rate 0.66% among 230,000 | AID 485360, 2010; also: nearly all actives have a fitted effect of over 60% in size
# Target sequence (Q9Y468 whole entry, looked up): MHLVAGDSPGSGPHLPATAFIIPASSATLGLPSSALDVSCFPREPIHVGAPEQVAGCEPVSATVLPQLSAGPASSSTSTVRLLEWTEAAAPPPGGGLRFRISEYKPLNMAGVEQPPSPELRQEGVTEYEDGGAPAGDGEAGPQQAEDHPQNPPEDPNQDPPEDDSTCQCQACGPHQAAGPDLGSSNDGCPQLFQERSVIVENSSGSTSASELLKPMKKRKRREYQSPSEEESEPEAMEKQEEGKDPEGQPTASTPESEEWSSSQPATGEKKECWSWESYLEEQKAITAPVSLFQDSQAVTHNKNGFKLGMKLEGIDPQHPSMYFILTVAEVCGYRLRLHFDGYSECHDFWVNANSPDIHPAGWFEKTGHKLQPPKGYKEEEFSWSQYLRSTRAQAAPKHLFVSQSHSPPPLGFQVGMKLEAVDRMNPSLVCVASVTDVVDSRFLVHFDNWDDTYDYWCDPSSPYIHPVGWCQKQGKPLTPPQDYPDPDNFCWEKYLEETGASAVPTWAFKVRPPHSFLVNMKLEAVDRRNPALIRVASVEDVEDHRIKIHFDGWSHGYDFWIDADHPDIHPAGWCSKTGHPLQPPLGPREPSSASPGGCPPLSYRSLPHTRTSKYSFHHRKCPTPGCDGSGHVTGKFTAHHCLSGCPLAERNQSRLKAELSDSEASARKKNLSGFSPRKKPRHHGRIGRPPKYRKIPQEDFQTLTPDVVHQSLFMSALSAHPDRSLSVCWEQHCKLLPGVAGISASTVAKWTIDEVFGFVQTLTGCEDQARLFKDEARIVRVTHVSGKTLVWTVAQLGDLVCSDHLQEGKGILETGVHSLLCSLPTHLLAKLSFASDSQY
#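 AlphaScreen assay: L3MBTL1 (50 nM final) was preincubated 30 min at room temperature with biotinylated H3(1-15)K9me1 peptide (75 nM final), then 30 min with library compounds; streptavidin donor and nickel chelate acceptor beads (10 ug/mL final) added, 30 min dark.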
# Tau fibril FP: qHTS for Inhibitors of Tau Fibril Formation, Fluorescence Polarization. AID 1468, 2008. K18 P301L tau heparin fibrillization, Alexa594 FP, 6 h. hit rate 0.39% among 280,000. Microtubule-associated protein tau (Homo sapiens), P10636. Potency, µM (titrated, usually from 57.7 µM), inactives show at the highest dose activity, negative = inhibition, most hits filed as inhibitors; also: nearly all actives have a fitted effect of over 55% in size
#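 FP of Alexa 594-tau after heparin (20 uM) induction. Substrate: human K18 P301L, 15 uM unlabeled, 0.24 uM labeled. Buffer 100 mM sodium acetate pH 7. 6 hr, 37 C.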
# An asterisk follows results filed as active; ? = inconclusive; · = not tested or not shown; [ ] = remark or other dose. Unless noted, calls follow the shape of the dose curve; as a rule, active = well fitted curve in the direction sought with a large enough effect; inconclusive = small, poorly fitted or top-dose-only effect, or another doubt; inactive = no such curve, though single readings can be large; an effect the other way counts as inactive or inconclusive. Unless noted, % is scaled to controls: 0 for no effect and ±100 for the full control effect; potency is read from the fitted curve at half-maximal effect.
SMILES | TRb-SRC2 inh | TexasRed fluor | GLA spleen mod | L3MBTL1 inh | Tau fluor counter | ALDH1A1 inh | Tau ThT inhib | Tau fibril FP
CCOc1ccccc1C(=O)Nc1ccc(-n2nncc2-c2ccccc2)cc1 | -0.3% | -1.5% | · | · | -9.5% | · | -11.0% | ?
CC(C)CC1NC(=O)N(CC(=O)Nc2ccc3c(c2)CCC3)C1=O (stereo unspecified) | 2.0% | -1.4% | -2.7% | 1.3% | 5.3% | 2.8% | 6.5% | 3.9%
CCOCCCNC(=O)Nc1cc(C(=O)NCc2ccc(C(C)C)cc2)ccc1N1CCCC1 | -6.0% | -1.4% | · | · | -14.9% | · | -14.3% | 5.9%
CCN(Cc1ccccc1)C(=O)COC(=O)c1cnc(C)cn1 | 2.8% | -2.0% | -1.1% | · | -5.0% | 52.9%[activator] | -0.7% | -12.6%
CCNC(=S)Nc1ccc(N2CCCCC2)cc1 | 1.5% | -1.4% | -6.0% | · | -12.1% | 25.1µM* | ? | 8.6%
Cn1c(=O)[nH]c(=O)c2c1nc(N1CCN(c3ccccc3)CC1)n2CCSc1ncccn1 | -1.4% | -3.7% | -3.6% | · | -7.5% | 11.8% | -4.1% | 12.5%
CC(NC(=O)c1ccc2c(c1)OCCO2)C(=O)O (stereo unspecified) | -3.4% | -2.4% | 2.8% | 1.1% | 5.7% | 0.6% | -3.5% | -1.0%
CCOC(=O)c1[nH]ncc1CN1CCN(Cc2ccc(C)cc2)C(CCO)C1 (stereo unspecified) | -5.9% | -2.2% | 2.7% | -1.1% | 6.0% | -2.4% | 1.9% | 5.7%
N#Cc1nc(Cc2ccccc2)oc1N1CCC(Cc2ccccc2)CC1 | -0.4% | 2.9% | -3.4% | ? | -3.5% | -5.8% | -7.8% | 5.9%
CCCCN(CCCC)CCNC(=O)Cn1nc(CC)n2c(cc3sc(C)cc32)c1=O | 3.8% | -22.0% | · | · | -3.5% | · | 3.1% | 3.3%
CC1=CC(=O)C=C(C)C1=NOC(=O)/C=C\c1ccccc1 | 1.8% | -1.7% | -4.1% | -6.2% | -17.4% | -4.0% | 15.8µM* | ?
COc1ccc(N(CC(=O)NCc2ccc(C)cc2)S(=O)(=O)c2c(C)nn(C)c2C)cc1 | -0.1% | 2.6% | -4.9% | -9.1% | -15.9% | 25.1µM* | -11.3% | 4.8%
O=S(=O)(c1ccc(SCCO)nc1)N1CCCC1 | 2.9% | -3.3% | 11.9% | 1.7% | 4.2% | 3.3% | 3.6% | 4.7%
CC(C)C(=O)Nc1nnc(SCc2cc(=O)n3ccccc3n2)s1 | -1.9% | 0.0% | · | · | 5.5% | · | -3.8% | -1.9%
CCN1CCN(S(=O)(=O)c2cc(C)c(OC)cc2C)CC1 | 6.9% | -0.3% | 0.9% | -3.3% | -1.5% | 12.1% | -1.3% | -1.3%
CN(C)c1ccc(NC(=O)c2ccc(COc3cccc(Cl)c3)o2)cc1 | 3.3% | -6.6% | 2.9% | · | ? | ? | 11.2µM* | ?
O=C(N/N=C/c1ccccc1)c1c(O)c2ccccc2[nH]c1=O | 9.0% | -9.2% | -0.1% | 10.7% | -5.9% | 2.2% | 15.1% | 4.2%
COCc1nnc(NC(C)=O)s1 | -1.5% | -0.7% | -11.7% | 13.1% | -5.0% | 1.6% | -3.2% | -5.2%
COc1ccc([N+](=O)[O-])cc1/C=N/NC(=O)/C(=C\c1cccs1)NC(=O)c1ccccc1 | 6.8% | 1.7% | -0.3% | 0.0% | -17.6% | -4.1% | -3.7% | ?
O=S(=O)(Cc1cc(NCc2ccccc2)nc(-c2ccncc2)n1)c1ccccc1 | -10.8% | -0.5% | -1.8% | 41.5%[activator] | 6.8% | 13.4% | 7.0% | 2.5%
CC(=O)Nc1ccc(OCC(O)CN2CCN(c3cccc(Cl)c3)CC2)cc1 (stereo unspecified) | -6.1% | -2.2% | -0.8% | -3.0% | -11.6% | 6.9% | ? | 5.9%
C[Si](C)(C)Cl | 5.4% | -2.4% | -1.4% | · | · | 22.4µM* | · | ·
COc1cccc(CNc2nc(SC)ncc2CO)c1 | -3.4% | 0.1% | 0.9% | 4.1% | -5.6% | 0.1% | -4.2% | -6.1%
CCOC(=O)c1cnc2cc(F)c(F)cc2c1Nc1ccccc1O | -1.3% | 5.0% | · | · | -11.6% | · | -7.3% | -5.6%
CCOC(=O)c1c(NC(=O)C2C3C=CC(C3)C2C(=O)O)sc2c1CC(C)(C)OC2 (stereo unspecified) | 6.2% | -0.7% | -4.7% | -14.1% | 5.4% | -13.3% | 8.3% | -6.0%
CCn1c2ccccc2c2cc(NC(=O)CC(C)=O)ccc21 | -2.0% | -0.5% | 6.0% | -1.2% | -23.5% | -2.4% | ? | 9.4%
Cc1nc(-c2ccccc2)cc(N2CCCC2)n1 | -10.1% | 2.2% | 12.1% | · | 0.0% | 5.7% | -2.4% | -12.0%
O=C1C2C(C(=O)N1CCN1CCN(Cc3ccc([N+](=O)[O-])cc3)CC1)[C@H]1C=C[C@@H]2C1 (stereo partly specified) | -2.3% | -0.1% | -0.3% | 7.9% | -12.5% | · | -11.6% | -9.3%
CC(=O)c1ccc(NC(=O)C2CCC(C)(C(=O)O)C2(C)C)cc1 (stereo unspecified) | 0.8% | -0.7% | 0.6% | · | 3.1% | 13.0% | 4.1% | 6.8%
CCCOc1ccc(-c2c(C(=O)N/N=C/c3ccccc3)nnn2-c2nonc2N)cc1 | -3.7% | -2.8% | 3.0% | 7.3% | -15.1% | · | 9.8% | -9.2%

# Remaining list, next part.
SMILES | TRb-SRC2 inh | TexasRed fluor | GLA spleen mod | L3MBTL1 inh | Tau fluor counter | ALDH1A1 inh | Tau ThT inhib | Tau fibril FP
CCCCc1nn2c(C)c(-c3ccc(OCC)cc3)nc2s1 | -1.4% | 0.3% | · | · | -16.7% | · | ? | 3.0%
COc1ccc(S(=O)(=O)Cc2ccc(C(=O)N3CCN(c4cccc(C)c4C)CC3)o2)cc1 | -9.2% | -3.0% | -1.6% | ? | -15.4% | -7.8% | ? | 2.4%
O=C(O)c1cnn2c1C(=O)N(Cc1cccs1)CC2 | 0.0% | -1.6% | 5.2% | · | -3.3% | -3.3% | -6.3% | -3.7%
O=C(COC(=O)c1cnccn1)Nc1ccc(Cl)cc1 | -5.2% | -6.4% | -5.6% | -0.2% | -9.3% | 1.7% | -6.3% | 1.6%
CC(NC(=O)OC(C)(C)C)C(=O)Oc1ccc2ccc(=O)oc2c1 (stereo unspecified) | 0.0% | -4.1% | ? | -6.9% | 1.2% | 180.9%[activator] | ? | 8.2%
c1ccc2[nH]c(SCCN3CCOCC3)nc2c1 | 1.5% | 4.1% | 3.5% | 14.2% | 4.6% | -0.1% | -5.6% | 6.1%
CCCN(CC1CC1)C(=S)NC(=O)C1CC1 | 0.3% | -0.8% | -1.7% | 8.5% | 4.4% | ? | 0.0% | -1.6%
O=C(NCc1ccccc1)C1CCN(C(=O)NCc2ccccc2)CC1 | 2.6% | -6.4% | 1.1% | 3.2% | 5.7% | 12.7% | 6.4% | -0.3%
O=[N+]([O-])c1ccccc1N/N=C/c1cccc(O)c1O | -2.3% | -5.3% | 2.7% | · | -16.2% | · | ? | 5.6%
O=C(Nc1ccc(C(F)(F)F)cc1)c1cc(S(=O)(=O)NCC2COc3ccccc3O2)ccc1F (stereo unspecified) | 3.4% | -5.6% | -17.2% | 0.3% | ? | 8.8% | 7.4% | 12.6µM*
Cc1ccc(-c2nc3c4c(-c5ccccc5)c(-c5ccccc5)oc4ncn3n2)cc1 | 0.9% | -0.1% | · | · | -9.2% | · | -4.9% | -6.0%
Cc1cc(C)n(CC(O)COc2ccc3ccccc3c2)n1 (stereo unspecified) | 14.8%[53 µM] | -3.0%[53 µM] | 3.7% | -0.9% | -12.0% | -0.3% | -13.7% | -5.6%
CCN(CCCNC(=O)C1CCC(=O)N1C(C)C)c1cccc(C)c1 (stereo unspecified) | 7.7% | 2.1% | -1.6% | · | -17.4% | 3.4% | -11.2% | -0.1%
CN(C(=O)c1cc2ccccc2oc1=O)C1(C)CCS(=O)(=O)C1 (stereo unspecified) | 0.5% | -4.9% | 7.1% | -1.0% | 2.2% | -11.9% | 6.1% | 6.5%
O=P(O)(O)O[C@@H]1[C@H](O)[C@H](O)[C@@H](OP(=O)(O)O)[C@H](OP(=O)(O)O)[C@H]1O | 6.2% | 4.0% | -4.2% | · | -11.5% | 2.3% | -11.0% | -0.9%
COc1cc(OC)c(NC2=NCCCCC2)cc1Cl | 0.9% | 0.4% | 10.2% | -7.9% | -1.8% | -15.1% | 1.6% | 0.0%
CCCn1cnc2c(=S)nc(N)[nH]c21 | 3.5% | 0.0% | 9.4% | 11.1% | -2.3% | · | -9.7% | 6.0%
CCOCc1cc(CN2CCN(c3cccc(C(F)(F)F)c3)CC2)c(O)c2ncccc12 | 1.3% | 0.7% | · | · | -23.0% | · | ? | 3.6%
COc1ccc(NC(=O)c2ccco2)cc1NC(=O)c1c(OC)cccc1OC | 3.7% | -23.5% | · | · | -19.4% | · | ? | -0.2%

# Exported as labelled records: two of the compounds above
Cc1ccc(-c2nc3c4c(-c5ccccc5)c(-c5ccccc5)oc4ncn3n2)cc1
- TRb-SRC2 inh: 0.9%
- TexasRed fluor: -0.1%
- GLA spleen mod: ·
- L3MBTL1 inh: ·
- Tau fluor counter: -9.2%
- ALDH1A1 inh: ·
- Tau ThT inhib: -4.9%
- Tau fibril FP: -6.0%

CCCn1cnc2c(=S)nc(N)[nH]c21
- TRb-SRC2 inh: 3.5%
- TexasRed fluor: 0.0%
- GLA spleen mod: 9.4%
- L3MBTL1 inh: 11.1%
- Tau fluor counter: -2.3%
- ALDH1A1 inh: ·
- Tau ThT inhib: -9.7%
- Tau fibril FP: 6.0%
